ABCB6 inh 2: ABCB6 transporter inhibitors, primary screen, K562-ABCB6 cells, flow cytometry, MLPCN library; actives 0.19% (n = 360,000); ATP-binding cassette sub-family B member 6 (Homo sapiens), Q9NP58; fluorescence ratio to DMSO, % at 10 µM; K562-ABCB6 porphyrin accumulation, 1 h; hits give low values; AID 602162, 2011;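 active means fluorescence ratio to DMSO below 75%, the collection mean minus 3 SD; inconclusive means too few cells collected in the well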;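 further: signal is porphyrin accumulated inside mitochondria; 100% equals median channel fluorescence of DMSO control wells; lower ratio means ABCB6 inhibition with less porphyrin fluorescence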
N-glyco inh: increase of ERlucT glycosylation luciferase signal, primary screen, N-linked glycosylation inhibitor project, D54 ERlucT cells, luminescence, set 2; reporter increase, % at 12.5 µM; D54 ERlucT glycosylation luciferase reporter, 24 h; percent of 100 nM tunicamycin response; AID 588692, 2011; actives 0.23% (n = 360,000);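 active means mean luciferase reporter signal, scaled so untreated is 0 and the glycosylation-blocking control 100, at or above a set limit in every replicate; inconclusive means mean reaches the limit but not every replicate does; inactive means mean below the limit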;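 further: luciferase carries N-glycosylation sites so blocking glycosylation raises the light; 0% = median of neutral control wells and 100% = median of 100 nM tunicamycin wells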
Vif imaging: HIV Vif self-association inhibitors, primary screen, imaging, HEK293T, single point; HEK293T cells, Vif self-association by quenched fluorescence, 24 h; inhibition, % at 7.49 µM; actives 0.35% (n = 340,000); AID 602346, 2012; in the data active means inhibition above about 50%, passing the limit was not always enough; inconclusive means no clear call, values can overlap the other calls; inactive means below about 31%; further: some results filed as inactive read as strong as hits
m5-HT2A agonist: mouse Htr2a agonists via beta-arrestin recruitment, primary screen, cell-based, luminescence | activation, % at 7.6 µM | 5-hydroxytryptamine receptor 2A (Mus musculus), P35363 | actives 0.66% (n = 360,000) | CHO-K1 mHTR2A beta-arrestin complementation; percent of 30 µM serotonin response;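 active means activation above a run cutoff, the mean activation of all tested compounds plus 3 SD, cut at about 14% in these data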;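 further: 0% = plate median of compound wells and 100% = 30 µM serotonin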
Target sequence (P35363 whole entry, looked up): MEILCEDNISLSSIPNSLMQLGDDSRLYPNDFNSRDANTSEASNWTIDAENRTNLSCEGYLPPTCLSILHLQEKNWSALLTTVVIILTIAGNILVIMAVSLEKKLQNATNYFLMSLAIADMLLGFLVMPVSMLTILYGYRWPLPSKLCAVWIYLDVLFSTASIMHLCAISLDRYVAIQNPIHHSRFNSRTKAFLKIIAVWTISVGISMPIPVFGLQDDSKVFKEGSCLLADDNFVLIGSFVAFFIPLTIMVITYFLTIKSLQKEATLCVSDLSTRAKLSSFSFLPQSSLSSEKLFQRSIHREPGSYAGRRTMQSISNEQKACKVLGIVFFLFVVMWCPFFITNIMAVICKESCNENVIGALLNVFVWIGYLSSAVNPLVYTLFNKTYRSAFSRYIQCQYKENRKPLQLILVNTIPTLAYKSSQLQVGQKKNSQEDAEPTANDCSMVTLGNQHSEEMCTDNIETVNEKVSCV
aDG glyco up: activators of alpha-DG glycosylation, primary screen, uHTS, Pro5-aDG cells, AlphaScreen. alpha-DG glycosylation AlphaScreen (IIH6); 0% Pro5, 100% B10-LARGE cell signal. activation, % at 10 µM. actives 0.22% (n = 360,000). AID 624168, 2012;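 active means activation of at least 8% versus controls, or a plate z-score of at least 8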;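 further: Pro5 are CHO cells carrying HIG-tagged alpha-DG that lacks glycosylation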
PDI inh: inhibitors of human PDI, primary screen, biochemical, turbidity, single point, plate reader. inhibition, % at 10 µM. Protein disulfide-isomerase (Homo sapiens), P07237. PDI insulin aggregation turbidity, A650, 90 min. actives 0.052% (n = 350,000). AID 588391, 2011;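 active means mean inhibition across replicates of 30% or more, whatever share of single replicates reach that level; inconclusive means mean inhibition below 30% while every single replicate reaches 30%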;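 further: absorbance from insulin aggregation driven by PDI reduction with DTT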
Target sequence (P07237 whole entry, looked up): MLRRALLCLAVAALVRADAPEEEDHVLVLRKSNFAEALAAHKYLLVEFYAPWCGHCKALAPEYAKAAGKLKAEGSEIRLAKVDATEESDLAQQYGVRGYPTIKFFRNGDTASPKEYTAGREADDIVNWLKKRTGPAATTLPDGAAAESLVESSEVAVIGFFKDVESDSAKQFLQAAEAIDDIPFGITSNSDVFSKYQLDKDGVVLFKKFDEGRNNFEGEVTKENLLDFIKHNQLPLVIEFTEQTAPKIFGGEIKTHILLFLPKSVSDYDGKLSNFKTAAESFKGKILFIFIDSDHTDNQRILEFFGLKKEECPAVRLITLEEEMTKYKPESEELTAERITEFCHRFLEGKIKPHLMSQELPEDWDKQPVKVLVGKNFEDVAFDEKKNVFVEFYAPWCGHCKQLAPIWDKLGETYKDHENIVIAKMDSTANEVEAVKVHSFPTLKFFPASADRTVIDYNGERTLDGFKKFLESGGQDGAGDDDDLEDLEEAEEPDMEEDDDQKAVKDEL
MC4R antagonist: MC4R antagonists of cAMP signaling, primary screen, cell-based, TR-FRET, antagonist arm of biased-ligand search; actives 0.48% (n = 360,000); inhibition, % at 6.5 µM; Melanocortin receptor 4 (Homo sapiens), P32245; MC4R-expressing cells, MTII-stimulated cAMP, LANCE TR-FRET;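 active means inhibition above its plate's cutoff, the mean of tested wells on that plate plus 3 SD, cut at about 29% in these data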;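 further: 0% = Melanotan II alone and 100% = Melanotan II plus saturating MCL0020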
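Material – human MC4R-expressing U2OS cells · Repeats – no replicates · Detection – TR-FRET with Eu-cAMP and labeled anti-cAMP, 671 nm · Times – compound 30 min, challenge 1 h, detection 1 h · Compound – single nominal compound dose of 6.5 µM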
CaV13 ICDI inh: Disruptors of the CACNA1D IQ motif to Ca2+-dependent inactivation inhibitor domain association, primary screening, Förster resonance energy transfer in intact living …; actives 0.098% (n = 340,000); inhibition, % at 12.3 µM; AID 743397; HEK cells, CFP/YFP FRET ICDI-IQ, plate reader, 10 min; percent FRET-ratio fall versus neutral wells;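 active means mean replicate inhibition of at least 30% and at least 1% of replicates passing that level; inconclusive means only one of the two criteria is met; inactive means neither criterion is met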;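 further: 0% = median of the neutral control wells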
H9c2 protect: cardioprotection against H2O2-induced cell death, primary screen, uHTS, H9c2 cells, ATPLite luminescence; actives 0.63% (n = 360,000); protection from H2O2 cell death, % at 20 µM; AID 588492, 2011; H9c2 cardiomyocytes, H2O2 injury protection, 2 h;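 active means compounds giving at least 50% protection of heart cells from peroxide-induced death in the single-dose screen, raw or plate-pattern-corrected value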;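 further: 0% = DMSO wells with peroxide and 100% = DMSO wells without peroxide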
MC4R ag barr: MC4R agonists recruiting beta-arrestin, primary screen, cell-based, luminescence, agonist arm of biased-ligand search | Melanocortin receptor 4 (Homo sapiens), P32245 | U2OS MC4R beta-arrestin complementation; percent of melanotan II response, DMSO zero | activation, % at 8.9 µM | actives 0.98% (n = 360,000) | AID 540308, 2011;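 active means activation above a per-plate cutoff, the mean activation of sample wells on that plate plus 3 SD, cut at about 8% in these data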
The depositor's hits bear a star; ? = inconclusive; / = not tested or not shown. Not a hit list. Share with any hit: about 3.6%.

mol,ABCB6 inh 2,N-glyco inh,Vif imaging,m5-HT2A agonist,aDG glyco up,PDI inh,MC4R antagonist,CaV13 ICDI inh,H9c2 protect,MC4R ag barr
Cc1ccccc1OCCC(=O)Nc1cc(S(=O)(=O)N2CCCCC2)ccc1N1CCN(C)CC1,101,-4,20,-5,0.3,0,2,-2,-2,0.5
CC(C)CNC(=O)C1(C)CCCN1C(=O)CCc1cccs1 (stereo not drawn),101,1,/,-4,0.6,1,0,-5,6,1.5
CN(Cc1ccccc1)C(=O)CCN1C(=O)c2cccc([N+](=O)[O-])c2C1=O,98,3,-1,3,0.0,-34,14,-5,-1,-1.3
COc1cc(C(=O)O)ccc1OC(C)=O,91,0,1,-3,-0.2,13,3,/,0,-1.4
CCN(C(=O)CSc1nnc(SC(C)C)s1)C1CCS(=O)(=O)C1 (stereo not drawn),96,1,27,11,0.3,20,0,-6,2,-1.0
CCOc1cc([N+](=O)[O-])cc(/C=N/NC(=O)c2c(-c3ccccc3)noc2C)c1O,95,1,6,-7,0.2,8,8,/,42,-4.8
CCCNC(=O)C(Cc1cccc(C#N)c1)NC(=O)c1ccc(C#N)cc1 (stereo not drawn),98,-1,-4,2,-0.1,-5,11,-5,0,-2.7
Cc1ccccc1NC(=S)N(Cc1ccccc1)Cc1cccnc1,100,1,11,2,0.1,-2,5,-7,3,2.5
CC1Cc2ccccc2N1CC(=O)Nc1cc(S(=O)(=O)N2CCOCC2)ccc1Cl (stereo not drawn),95,-5,-13,-5,-0.1,11,10,-5,-7,-0.8
COc1cc(N/C=C2\CC(=O)NC(C)=C2C#N)cc(OC)c1OC,104,1,11,0,-0.3,-1,0,-7,24,-0.5
COc1ccc(C(O)c2nc(-c3cccs3)cs2)cc1 (stereo not drawn),98,-2,-15,4,0.0,-1,-1,-5,-2,-0.5
COc1cccc(-c2nnc(-c3ccccc3[N+](=O)[O-])o2)c1,98,-3,-1,0,0.1,1,6,-5,-8,1.0
COc1ccccc1/C=C/C=N/NC(=O)CCn1nnc2ccccc21,96,-3,-24,-3,0.3,-3,4,3,24,-1.9
COc1cc(NC(=O)c2ccco2)c(OC)cc1NC(=O)CSc1nnc(-c2cccs2)n1C,96,5,-5,0,-0.1,0,-2,-5,8,-0.7
O=Cc1cccn1-c1c(C(=O)O)cnn1-c1ccccc1,94,-2,9,-2,-0.2,0,2,-20,0,-1.8
Cc1ccc(OCCCCN2CCc3ccccc3C2)c(C)c1,94,1,9,-2,0.5,-2,1,2,-6,1.6
Nc1c(NCCCN2CCOCC2)c2ccccc2oc1=O,98,0,0,-5,-0.1,-12,-3,-6,-3,-2.8
Cc1ccc(-n2nnc3c(=O)n(Cc4ccccc4C)cnc32)cc1,95,-1,-3,4,-0.1,/,6,-6,-9,-1.4
NC(=N\N=Cc1ccccc1)/C(N)=N/N=Cc1ccccc1,99,3,?,-6,-0.2,-1,-3,-5,2,-1.2
O=C1N[C@@H](Cc2c[nH]c3ccccc23)COC(=O)[C@@H](Cc2ccc(F)cc2)C/C=C\C[C@H]1CC(=O)N(CCO)Cc1ccccc1,87,-2,-14,14,-0.1,?,12,-6,25,0.1
Cc1ccc(CNC(=S)NC2CCCCC2)cc1,98,-3,/,-3,0.0,1,10,-5,-6,0.7
CC1=C(C(=O)NC(C)c2ccc3c(c2)OCCO3)C2(CCC(C)CC2)OC1=O (stereo not drawn),96,2,-3,0,0.0,/,-1,-10,16,-0.7
Cc1cc(C)c2c(N)c(C(=O)Nc3nccs3)sc2n1,98,-20,-5,2,-0.2,-4,7,-5,-15,-2.5
COc1ccc(-c2nc3c(s2)CCc2onc(-c4ccc(OC)cc4)c2-3)cc1,97,24,20,8,0.0,4,-3,-6,-4,0.3
CC(C)N(c1ccccc1)c1ccc(NC(=S)NCCN(C)C)cc1,97,-2,6,-4,5.7,-4,-1,2,-14,-2.0
CCCCOc1ccc(-c2ncc(C(=O)OCC)c(N)n2)cc1,101,-3,-17,5,0.4,-3,12,-7,-8,4.1
CCOC(=O)N1CCN(C(=O)c2ccc(CN(c3ccc(C)c(C)c3)S(C)(=O)=O)cc2)CC1,92,0,-5,3,0.9,-1,12,-4,-9,-1.0
CC(=O)Nc1ccc(S(=O)(=O)NCCC(=O)NC2CCCCCC2)cc1,101,-1,1,0,3.0,8,-3,-6,3,-0.5
COc1ccc(S(=O)(=O)N2CCCCC2)cc1NC(=O)c1cccc(S(=O)(=O)N2CC(C)OC(C)C2)c1 (stereo not drawn),101,-5,8,-5,0.0,7,4,-4,1,-0.7
CN(C(=O)CCS(=O)(=O)c1ccc2c(c1)oc(=O)n2C)C1CCCCC1,97,-2,-6,-1,0.1,-5,1,-2,-3,-0.9
O=C1C=C(NCc2ccco2)CCC1,113,3,1,-6,2.6,-2,6,-9,0,-3.9
Cc1ccc(-c2cc(C(F)(F)F)n3nc(C(=O)Nc4c(C)n(C)n(-c5ccccc5)c4=O)cc3n2)cc1,100,-1,-1,3,0.3,3,3,/,-7,0.4
Cc1cc(=O)oc2cc(OCC(=O)NC3CCN(Cc4ccccc4)CC3)c(Cl)cc12,92,3,1,-7,0.2,-2,5,-7,8,-2.5
CC(C)(CO)N1CCN(C(=S)Nc2ccccc2)CC1,97,1,22,1,0.0,2,15,-4,1,-2.8
Cc1ccc(-c2nn(-c3ccccc3)cc2/C=N/NC(=O)c2ccc(Br)o2)cc1,99,3,-17,3,1.2,-2,7,-1,-33,0.0
O=C(CN(CC1CCCO1)C(=O)CNS(=O)(=O)c1ccc(Cl)cc1)NCC1CCCO1 (stereo not drawn),99,2,1,1,-0.1,3,9,-5,4,0.7
COc1ccc(C=C2SC(=S)N(CCCN3CCOCC3)C2=O)c(OC)c1,113,-6,1,3,0.9,-3,7,-11,-17,15*
CCN(CC)C(=O)CSc1nc2ccccc2c(=O)n1-c1ccccc1OC,97,0,1,12,-0.1,-5,-3,-1,27,0.9
CCOC(=O)C1CCN(C(=O)c2ccc3c(c2)OCO3)CC1,94,1,-4,-3,-0.2,0,0,-7,1,-1.4
CCC(C(=O)Nc1cccc(S(=O)(=O)N(C)c2ccccc2)c1)c1ccccc1 (stereo not drawn),95,-6,-11,1,0.0,-2,15,-3,-6,3.7
COc1ccc(C(=O)NCc2nnc(SCC(=O)N3CCc4ccccc43)n2Cc2ccccc2)cc1,107,0,0,1,0.0,3,4,-15,5,-2.1
Cc1c(CC(=O)N[C@@H](C)C(=O)O)c(=O)oc2cc3occ(-c4ccccc4)c3cc12,96,0,-5,-3,-0.2,8,6,-2,1,-1.6
Cc1cc(C)c2c(n1)nn1c(N3CCN(c4ccccc4)CC3)cc(C)nc21,99,3,-5,7,0.2,5,-2,-4,2,7.8
CCCCCCCCCCn1ccc(=N)cc1,95,11,-26,0,1.1,1,-3,-4,-15,2.4
CCN(C[C@H]1N[C@@](C)(C(=O)OC)[C@H]2C(=O)N(C)C(=O)[C@@H]12)C(=O)c1ccccc1,103,0,5,-4,1.4,3,12,-5,-4,0.4
CCOc1ccc(C(=O)NCC(=O)OCC(=O)N(C)CC(=O)Nc2ccccc2CC)cc1OCC,96,2,-3,6,-0.2,?,7,-5,3,-0.3
CCCCNc1ccc(C(CC(N)=O)NC(=O)c2ccccc2)cc1[N+](=O)[O-] (stereo not drawn),94,-1,/,-7,0.0,8,1,-7,-4,0.4
Cc1nc(-c2c(C(F)(F)F)noc2-c2ccc(O)cc2O)cs1,82,0,-10,1,-0.3,-2,-5,-8,-6,0.6
CCOc1cc(/C=N/NC(=O)c2ccc3c(c2)OCCO3)cc(Br)c1O,99,2,?,-4,-0.1,1,-2,-8,-2,-2.3
COc1cccc(N(C(=O)c2ccco2)c2nc(-c3sc(NC(=O)c4ccco4)nc3C)cs2)c1,90,-7,/,4,-0.4,-2,28,-6,39,1.7
CC(=O)c1ccc([C@@H]2C[C@]34CN(Cc5cccc(C(F)(F)F)c5)S(=O)(=O)[C@H]3C[C@H]2O4)cc1,86,-2,/,3,0.4,-6,12,-6,4,0.7
O=C(NCc1ccccc1)NC1(C(=O)Nc2ccc3c(c2)OCCO3)CCCCC1,94,-11,6,2,0.1,-4,-5,-5,2,-0.8
Cc1cc2ncc(C(=O)Nc3ccccc3)c(C)n2n1,99,0,-1,6,-0.1,2,-3,-5,8,-1.4
O=C(COc1ccc([N+](=O)[O-])cc1)Nc1cccnc1,95,2,11,0,-0.3,-9,0,-6,2,-1.6
Cc1ccc(CNC(=O)C2CCN(S(=O)(=O)c3ccc4c(c3)CC(C)N4C(=O)C3CC3)CC2)cc1 (stereo not drawn),97,-5,-1,-7,0.2,1,6,-16,-9,-1.5
Cc1cc(=O)c(C(=O)Nc2cccc(C(=O)NC3CC3)c2)nn1-c1ccccc1,94,-1,7,1,-0.1,?,-6,-6,7,-0.5
CN(C(=O)c1ccccc1OCc1ccc(Cl)cc1)c1ccccc1,99,-2,-6,-5,0.8,6,-9,-6,-5,2.0
C/C(=N\NC(=O)C(O)c1ccccc1)c1ccc(Cl)s1 (stereo not drawn),98,1,-2,-2,0.1,-6,-3,-2,-6,-2.0
COc1ccc(OC)c(C2=NOC(C(=O)NCc3ccccn3)C2)c1 (stereo not drawn),102,0,-4,-1,0.4,-1,-1,-2,-3,-0.2
CCOC(=O)Cc1csc(NC(=O)CCC(=O)O)n1,98,-1,-3,8,0.0,8,10,-19,3,-1.9
N/C(=N\N=C\c1cccc(O)c1)c1nonc1N,103,-11,10,-4,0.3,0,9,4,-8,-2.8
COC(C[C@H](O)[C@@H](C)[C@@H](O)COCc1ccccc1)OC,103,1,-4,2,-0.1,2,5,-3,9,-1.3

Source: PubChem BioAssay
